# Assay outcomes: PubChem, several laboratories
# Vif imaging – blocks HIV Vif function | AID 602346 | HEK293T cells, Vif self-association by quenched fluorescence, imaging, 24 h | inhibition, % at 7.49 µM | actives 0.35% (n = 340,000); in the data active means inhibition above about 50%, passing the limit was not always enough; inconclusive means no clear call, values can overlap the other calls; inactive means below about 31%; further: some results filed as inactive read as strong as hits
# ABCB6 inh 2 – blocks the human ABCB6 transporter | fluorescence ratio to DMSO, % at 10 µM | K562-ABCB6 porphyrin accumulation, flow cytometry, 1 h; stronger effect = lower value | AID 602162 | Q9NP58 | actives 0.19% (n = 360,000);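 active means fluorescence ratio to DMSO below 75%, the collection mean minus 3 SD; inconclusive means too few cells collected in the well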;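 further: signal is porphyrin accumulated inside mitochondria; 100% equals median channel fluorescence of DMSO control wells; lower ratio means ABCB6 inhibition with less porphyrin fluorescence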
# Exocytosis inh – lytic granule exocytosis inhibition. inhibition, % at 10 µM. actives 0.66% (n = 360,000). TALL-104 LAMP-1 surface exposure, flow cytometry; cells stimulated with thapsigargin and PMA;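 active means inhibition above about 55%, limit read from the data; inconclusive means no clear call, values can overlap the other calls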
# MC4R antag cAMP – human MC4R antagonism in cAMP assay. P32245. MC4R-expressing cells, MTII-stimulated cAMP, LANCE TR-FRET. inhibition, % at 6.5 µM. actives 0.48% (n = 360,000). AID 540295;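 active means inhibition above its plate's cutoff, the mean of tested wells on that plate plus 3 SD, cut at about 29% in these data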;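 further: 0% = Melanotan II alone and 100% = Melanotan II plus saturating MCL0020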
# Target sequence (P32245 whole entry, looked up): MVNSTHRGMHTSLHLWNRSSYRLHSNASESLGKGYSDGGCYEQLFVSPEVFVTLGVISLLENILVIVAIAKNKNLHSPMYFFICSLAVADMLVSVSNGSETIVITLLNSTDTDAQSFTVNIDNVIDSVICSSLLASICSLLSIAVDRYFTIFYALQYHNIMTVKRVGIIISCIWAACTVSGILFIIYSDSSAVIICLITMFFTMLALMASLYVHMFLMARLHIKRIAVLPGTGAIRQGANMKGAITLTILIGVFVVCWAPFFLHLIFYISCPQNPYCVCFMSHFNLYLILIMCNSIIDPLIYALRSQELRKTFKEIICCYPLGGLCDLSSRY
#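 Assay system: U2OS cells stably expressing human melanocortin 4 receptor (MC4R) / Dosing: 6.5 µM / Timing: compound 30 min, challenge 1 h, detection 1 h / Measured by: Eu-cAMP/anti-cAMP TR-FRET, emission 671 nm / Replicates: singlicate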
# ABHD5-PLIN5 inh – inhibitors of human ABHD5-perilipin-5 interaction. inhibition, % at 4 µM. Split G. princeps luciferase complementation, luminescence, 4 h. Q00G26+Q8WTS1. actives 0.78% (n = 360,000);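 active means inhibition above the mean inhibition across every tested compound plus 3 SD, cut at about 22% in these data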;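 further: 0% = DMSO only wells and the 100% control is not disclosed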
# NOD2 RIPK2 PPI – blocks binding of human NOD2 to RIPK2; O43353; CHO BLA complementation NOD2-RIPK2, CCF4 ratio; inhibition, % at 4.98 µM; actives 0.38% (n = 360,000); in the data active means inhibition above about 21%;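 further: 0% = vehicle only and 100% = reference blocker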
# Target sequence (O43353 whole entry, looked up): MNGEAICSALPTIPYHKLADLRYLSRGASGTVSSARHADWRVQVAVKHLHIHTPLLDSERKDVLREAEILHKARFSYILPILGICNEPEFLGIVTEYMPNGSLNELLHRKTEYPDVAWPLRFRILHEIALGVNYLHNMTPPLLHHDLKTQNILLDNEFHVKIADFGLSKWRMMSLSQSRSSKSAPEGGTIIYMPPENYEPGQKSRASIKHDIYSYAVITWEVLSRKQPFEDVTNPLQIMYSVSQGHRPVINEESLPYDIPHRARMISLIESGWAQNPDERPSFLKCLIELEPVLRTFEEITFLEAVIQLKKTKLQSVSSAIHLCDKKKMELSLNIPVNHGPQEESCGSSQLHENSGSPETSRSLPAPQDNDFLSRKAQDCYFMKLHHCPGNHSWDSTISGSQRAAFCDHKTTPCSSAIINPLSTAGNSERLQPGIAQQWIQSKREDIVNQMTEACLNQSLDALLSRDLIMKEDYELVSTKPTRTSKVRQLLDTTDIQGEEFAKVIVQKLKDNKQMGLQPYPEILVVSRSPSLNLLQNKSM
# Glyco luc inh – blocks N-linked glycosylation in D54 reporter cells; D54 ERlucT glycosylation luciferase reporter, 24 h; percent of 100 nM tunicamycin response; reporter increase, % at 12.5 µM; actives 0.23% (n = 360,000);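 active means mean luciferase reporter signal, scaled so untreated is 0 and the glycosylation-blocking control 100, at or above a set limit in every replicate; inconclusive means mean reaches the limit but not every replicate does; inactive means mean below the limit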;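 further: luciferase carries N-glycosylation sites so blocking glycosylation raises the light; 0% = median of neutral control wells and 100% = median of 100 nM tunicamycin wells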
# TLR9-MyD88 inh – inhibitors of human TLR9-MyD88 binding. Q9NR96+Q99836. CHO BLA complementation TLR9-MyD88, CCF4 FRET ratio. inhibition, % at 4.98 µM. actives 0.21% (n = 340,000). AID 504734;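 active means inhibition above the mean over all tested compounds plus 3 SD, cut at about 21% in these data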;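 further: 0% = DMSO only wells and 100% = clavulanate BLA inhibitor control wells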
# aDG glyco act – increases alpha dystroglycan glycosylation. Pro5-aDG cells, alpha-DG glycosylation AlphaScreen (IIH6); 0% Pro5, 100% B10-LARGE cell signal. activation, % at 10 µM. actives 0.22% (n = 360,000). AID 624168;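 active means activation of at least 8% versus controls, or a plate z-score of at least 8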;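 further: Pro5 are CHO cells carrying HIG-tagged alpha-DG that lacks glycosylation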
# MC4R ag barr – agonists of human melanocortin 4 receptor (MC4R) beta-arrestin; activation, % at 8.9 µM; AID 540308; U2OS MC4R beta-arrestin complementation, luminescence; percent of melanotan II response, DMSO zero; actives 0.98% (n = 360,000); P32245;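 active means activation above a per-plate cutoff, the mean activation of sample wells on that plate plus 3 SD, cut at about 8% in these data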
# Active calls of the source: *; ? = inconclusive; nt = not tested or not shown; & = joins results of further samples. Some of the compounds tested, so the mix of outcomes need not match the whole.
SMILES,Vif imaging,ABCB6 inh 2,Exocytosis inh,MC4R antag cAMP,ABHD5-PLIN5 inh,NOD2 RIPK2 PPI,Glyco luc inh,TLR9-MyD88 inh,aDG glyco act,MC4R ag barr
O=C(N/N=C\c1cc([N+](=O)[O-])ccc1N1CCCC1)c1ccccn1,5,107,-2,-4,3,-4,1,6,-0.4,-1.4
CN(C(=O)CSc1nnc(-c2ccco2)n1Cc1ccccc1)C1CCS(=O)(=O)C1 (configuration not stated),-8,90,-1,-3,0,-6,0,5,0.3,-0.8
N/C(=N\N=C\c1ccc([N+](=O)[O-])cc1)c1nonc1N,8,95,-2,2,-3,-3,-2,-4,-0.1,1.7
Cc1ccccc1OCC(=O)OC1CCN(C)CC1,14,86,0,0,2,5,2,-12,0.1,0.3
Cc1cccc(C)c1NC(=O)C(c1ccccc1F)n1c(=O)c(-c2ccccc2)nc2ccccc21 (configuration not stated),nt,nt,-4,nt,3,-22,nt,nt,-0.2,nt
Cn1c(=O)oc2cc(S(=O)(=O)NC3CCN(Cc4ccccc4)CC3)ccc21,16,92,4,7,-3,7,-2,-3,-0.1,-0.6
CCC(NC(=O)c1cc(COc2ccc(F)c(F)c2)on1)c1ccncc1 (configuration not stated),9,99,0,0,-4,-4,-2,-1,0.2,0.0
NC1=NC(=O)C2(COC(c3ccccc3Cl)OC2)S1 (configuration not stated),13,93,-2,-3,0,-7,0,4,0.0,-2.9
Fc1ccc(-c2onc3ccc(C4OCCO4)cc23)cc1,0,91,-1,-4,6,7,2,-3,0.4,2.3
COC(=O)c1cccc(C(=O)Nc2cnc3ccccc3c2)n1,-6,105,0,2,-1,-4,-2,-14,0.0,-0.1
N#Cc1ccc(S(=O)(=O)NC2CCN(Cc3ccccc3)CC2)cc1,-8,97,-5,4,-2,-5,2,-4,0.0,-0.9
CC(=O)N1CCOc2ccc(S(=O)(=O)N3CCCCC3)cc21,1,102,-1,1,-4,-9,0,-9,-0.1,-2.6
CCC(=O)Nc1cc(C)c(NC(=O)C23CC4CC(CC(C4)C2)C3)cn1,-1,86,5,4,-3,2,0,4,-0.2,-0.2
Cc1ccc(S(=O)(=O)N2CCC(C(=O)Nc3ccc4c(c3)COC4=O)CC2)cc1,-3,100,-3,9,-2,-9,0,-11,-0.1,-1.8
CC12CC3CC(C)(C1)CC(C(=O)NNC(=O)c1ccncc1)(C3)C2,-8,94,0,13,-2,-8,0,-10,-0.1,-2.5
COc1cc(NC(=O)C2CCCN2S(=O)(=O)c2cccc3cccnc23)cc(OC)c1OC (configuration not stated),3,97,24,-4,-2,0,1,-9,0.2,1.3
COc1ccccc1NC(=O)CCN1C(=O)/C(=C/c2cc(OC)c(OC)c(OC)c2)SC1=S,7,100,-1,2,-1,-8,0,-11,0.0,-0.8
CC(C)CCN1CCN(Cc2ccc(Oc3ncccn3)cc2)CC1CCO (configuration not stated),-4,100,-3,5,-1,-9,-3,-10,0.0,-1.8
COc1ccc(OC)c(CN2CCN(CCCc3ccccc3)C(CCO)C2)c1 (configuration not stated),4,102,-3,-2,2,-2,-1,1,-0.2,-1.3
Fc1cccc(Nc2ncnc3c2cnn3-c2ccccc2)c1,nt,97,-1,1,-3,11,-2,4,0.2,3.2
COc1ccc(NC(=O)C2OCCc3ccccc32)c(OC)c1 (configuration not stated),2,101,1,0,11,-8,0,-12,1.4,-1.4
Cc1ccc(-c2nnnn2-c2ccccc2C(=O)O)cc1,8,102,-8,17,-3,0,1,-8,-0.2,-0.9
CCOC(=O)Nc1ccc2c(c1)N(C(=O)CN(C)C)c1ccccc1CC2,-3,104,5,12,-12,-1,-1,-6,-0.1,2.0
CCOC(=O)C1CCN(CC(O)COCc2cccs2)CC1 (configuration not stated),-13,93,12,-2,-1,-11,0,2,0.0,-2.7
CC1c2ccccc2N(S(=O)(=O)c2ccccc2)C1C (configuration not stated),-9,94,-3,-2,-3,0,1,-4,0.1,-0.6
SMILES,Vif imaging,ABCB6 inh 2,Exocytosis inh,MC4R antag cAMP,ABHD5-PLIN5 inh,NOD2 RIPK2 PPI,Glyco luc inh,TLR9-MyD88 inh,aDG glyco act,MC4R ag barr
O=c1c(-c2ccco2)[n+]([O-])c2ccccc2n1OCc1ccccc1F,16,96,-3,-12,0,6,-1,4,0.2,-0.8
O=C(c1ccc2nccnc2c1)N1CCCC(N2CCN(c3ccc(F)cc3)CC2)C1 (configuration not stated),-9,95,-1,-1,-2,15,-1,-10,0.3,-1.5
O=C(c1ccc(F)cc1)C1CCN(C(=O)NC2CCCCC2)CC1,-8,97,0,-4,-1,0,-1,-3,0.3,-2.3
CCOc1cc(NC(=S)NCCCN2CCOCC2)c(OCC)cc1NC(=O)C1CCCCC1,6,96,-4,-5,-1,-6,0,-1,-0.2,-0.7
O=S(=O)(c1ccc(Cl)cc1)n1ccc2cccnc21,-5,88,0,4,-1,9,-1,-7,0.1,-2.2
Cc1ccc(C(=O)Nc2ccc(OCc3ccccc3)cc2)s1,-10,93,-3,2,-8,-9,-4,4,-0.1,2.5
Cc1cccc(C(C)(C)C)c1OCCn1ccnc1,-14,95,0,-1,2,6,-1,-1,0.6,-2.1
O=C(CCCn1c(=O)[nH]c2cc(Cl)ccc2c1=O)NCCCN1CCCC1,18,102,-6,13,0,-2,-1,-4,-0.3,1.8
COc1ccc(OC)c(/C=C/C(=O)N2C(=O)c3cccc(N)c3C2=O)c1,17,101,0,-10,3,21*,11,22*,-0.1,0.3
COc1ccc(-c2csc3ncn(Cc4ccccc4)c(=O)c23)cc1,0,112,?,-3,4,-15,-3,-4,0.0,0.5
Cc1ccc(S(=O)(=O)N(CC(=O)NCCC2=CCCCC2)Cc2ccccc2)cc1,-11,103,1,16,-1,0,-3,2,0.2,-0.5
CC(C)Nc1nc(SCC(N)=O)nc(N2CCOCC2)n1,4,96,0,-3,4,2,-1,3,0.1,-0.1
O=S(=O)(c1ccccc1)N(Cc1ccccc1)c1ccccn1,-5,83,12,14,6,2,2,-10,0.5,0.3
O=C(OCc1ccccc1)C1=[N+]([O-])OC(C(=O)OCc2ccccc2)C1c1c[nH]c2ccccc12 (configuration not stated),-3,110,11,18,-10,-2,4,4,-0.2,1.7
CCOC(=O)Cn1nc(C)n(-c2ccc(C(C)C)cc2)c1=O,7,88,2,2,-11,-4,2,6,0.1,-0.3
Cc1ccccc1C(=O)Nc1nnc(CC(=O)N/N=C/c2ccco2)s1,0,104,-2,20,0,-10,0,-8,0.2,-0.3
Cc1ccc(S(=O)(=O)/C(=C/Cl)NC(=O)c2ccccc2)cc1,1,98,0,5,4,1,-1,3,1.5,-0.8
CC(NCC(=O)Nc1cc(S(=O)(=O)N2CCOCC2)ccc1N1CCOCC1)c1ccco1 (configuration not stated),-1,100,3,14,-2,0,1,-6,0.0,-2.0
CC(=O)C(Cc1ccccc1)NC(=O)COC(=O)CCN1C(=O)C2CC=CCC2C1=O (configuration not stated),-7,101,7,-4,3,-20,0,2,0.1,-2.8
O=S(=O)(/N=C(/Nc1ccc(Cl)c(S(=O)(=O)Nc2ccccc2Cl)c1)c1ccc(F)cc1)c1ccccc1,-2,94&106,7&2,0&2,8&6,-10&-2,5&-4,5&2,0.0&0.5,0.8&-1.6
Cc1nn(C)c(Cl)c1C(=O)NCC(=O)NCc1ccccc1,-3,95,1,-4,-2,3,2,0,0.0,-3.1
Cc1onc(-c2ccccc2)c1C(=O)NNC(=O)c1ccccc1O,11,105,-42,-5,-12,-6,1,5,0.1,-1.9
O=C(Nc1cccnc1)c1cccc(F)c1,6,103,0,12,0,9,3,2,0.4,1.2
O=C(O)c1cc([N+](=O)[O-])c(NCCC2=CCCCC2)c([N+](=O)[O-])c1,-3,100,1,7,0,6,1,3,0.2,-1.4
CCC(CO)Nc1ncnc2c1cnn2-c1ccc(Cl)cc1 (configuration not stated),nt,96,-1,8,5,12,-14,7,-0.2,0.7
SMILES,Vif imaging,ABCB6 inh 2,Exocytosis inh,MC4R antag cAMP,ABHD5-PLIN5 inh,NOD2 RIPK2 PPI,Glyco luc inh,TLR9-MyD88 inh,aDG glyco act,MC4R ag barr
CCOC(=O)C1=CNS(=O)(=O)NC1c1ccc(C(F)(F)F)cc1 (configuration not stated),-4,98,3,9,6,-10,-1,1,-0.2,-0.7
Cc1cc(C)c(S(=O)(=O)Nc2cccnc2)c(C)c1,-1,89,0,0,3,-8,2,0,-0.3,-2.3
C(=C\c1cccc2ccccc12)/c1nnc(-c2cccs2)o1,7,100,-2,-13,-1,4,-1,-2,-0.2,-1.2
O=C(c1cc2cc(Cl)ccc2oc1=O)N1CCOCC1,-4,88,0,1,-4,-9,1,14,-0.3,0.0
CCCC1=[N+](CC)CCn2c(C)ccc21,-3,94,0,-4,-1,-10,1,0,0.3,0.2
CCCN(CC(=O)Nc1ccccc1C)C(=O)c1cc(C)oc1C,-7,98,1,-3,1,7,0,6,0.3,-1.3
COC(CNC(=O)c1cc(Sc2nnc(C)s2)nc2ccccc12)OC,1,101,4,13,0,-6,1,-10,-0.2,-1.9
C=CCn1c(C(CCCC)CC(O)COCC(C)C)n[nH]c1=S (configuration not stated),-5,103,?,1,-13,-7,1,5,0.1,0.3
O=C(Nc1ccccc1)c1c(F)c(F)c(F)c(F)c1F,30,95,-1,-1,-1,0,4,-4,0.8,-0.1
COC(=O)c1cc2c(ccn2C)n1C,-4,98,3,-4,-7,-1,2,8,0.0,-4.3
CCOc1cc(CN2CCN(C(=O)c3ccco3)CC2)ccc1OC,-17,102,-6,2,6,1,0,8,0.1,1.8
CCN1CCN(c2ccc(S(=O)(=O)N3CCCCC3)cc2NC(=O)COc2cc(C)ccc2Cl)CC1,nt,95,18,8,3,8,-4,-13,-0.1,-0.2
COCCCN1C(=O)C(CC(=O)NCc2cccs2)CC(C(=O)N2CCCCCC2)=C1C (configuration not stated),nt,97,-22,nt,2,-14,nt,nt,-0.3,nt
COc1ccc2oc(C(=O)OCC(=O)N3CCC(C)CC3)c(C)c2c1,2,95,0,-1,-2,4,0,0,0.5,-3.2
O=C(Nc1ccc(F)cc1)C1CC(=O)n2ncnc2N1 (configuration not stated),12,103,-2,6,2,-14,2,4,0.1,-1.6
COC(=O)[C@H](Cc1ccccc1)NC(=O)NC(C)CCc1ccccc1 (some centres not stated),-6,98,28,9,-8,-6,-1,1,-0.1,-3.4
CCOCc1nc2nc(Cl)c(Cl)nc2[nH]1,-4,100,6,-7,-10,-4,1,4,0.1,-2.2
O=C(NCc1cccc(F)c1)c1ccc2nc(N3CCOCC3)sc2c1,-11,101,10,-4,2,-6,-1,2,0.0,-0.3
O=c1[nH]c(C2CCN(S(=O)(=O)c3ccc4c(c3)OCCO4)CC2)nc2c1nnn2Cc1ccccc1F,3,94,22,-15,-3,-1,0,10,-0.3,-2.5
